High-throughput results: PubChem, several laboratories
hcDAF12 agonist: H. contortus DAF-12 nuclear receptor activators, primary screen, cell-based, luminescence, HEK293, lit1-tk-luc reporter | HEK293 hcDAF-12 lit1-tk-luc reporter; 0% DMSO, 100% Δ7-dafachronic acid | hit rate 1.4% among 370,000 | activation, % at 6.8 µM;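 active = activation above the mean of all tested compounds plus 3 SD, cut at about 5.5% in these data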;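 note: 100% = response to 3 µM Δ7-dafachronic acid high control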
DAX1 inh-1: DAX1 (NR0B1) inhibitors on StAR promoter, primary screen, cell-based, luminescence, SF-1 (NR5A1), full-length DAX-1. HEK293T StAR-luciferase reporter, SF-1/DAX-1 repression relief. inhibition, % at 6.8 µM. hit rate 1.1% among 370,000. AID 652010, 2013;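 active = inhibition above the mean over all tested compounds plus 3 SD, cut at about 3.6% in these data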;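 note: 0% = DAX-1 cells with DMSO and 100% = cells lacking DAX-1 with DMSO; higher inhibition means more luminescence from relief of DAX-1 repression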
ssDAF12 agonist: S. stercoralis DAF-12 nuclear receptor activators, primary screen, cell-based, luminescence, HEK293, GRIP1 co-expression, lit1-tk-luc. Nuclear hormone receptor DAF-12 (Strongyloides stercoralis). HEK293 ssDAF-12/GRIP1 lit1-tk-luc reporter; % of 3 µM dafachronic acid response. activation, % at 6.8 µM. hit rate 1% among 370,000;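 active = activation above the mean over all tested compounds plus 3 SD, cut at about 0.9% in these data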;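 note: 0% = DMSO-only wells and 100% = 3 µM delta7-dafachronic acid wells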
SMARCA2 act: SMARCA2 (BRM) function activators, primary screen, cell-based, luminescence, high throughput | MG213 cells, MMTV-luciferase reporter, dexamethasone, overnight | activation, % at 9.1 µM | hit rate 1% among 370,000 | AID 652017, 2013; in the data active = activation above about 7.8%;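 note: 0% = vehicle wells and 100% = reference activator wells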
ADAM10 inh: human ADAM10 inhibitors, primary screen, biochemical, QFRET, HTS; Disintegrin and metalloproteinase domain-containing protein 10 (Homo sapiens), O14672; recombinant ADAM10, EDANS/DABCYL FRET peptide cleavage, 3 h; inhibition, % at 7 µM; hit rate 0.62% among 370,000; AID 720582, 2013;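 active = inhibition above a per-campaign cutoff equal to the mean of compounds falling between control-based bounds plus 3 SD, cut at about 20% in these data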;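 note: 0% = DMSO wells while the 100% control is not disclosed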
Target sequence (O14672 214-748 limits assumed): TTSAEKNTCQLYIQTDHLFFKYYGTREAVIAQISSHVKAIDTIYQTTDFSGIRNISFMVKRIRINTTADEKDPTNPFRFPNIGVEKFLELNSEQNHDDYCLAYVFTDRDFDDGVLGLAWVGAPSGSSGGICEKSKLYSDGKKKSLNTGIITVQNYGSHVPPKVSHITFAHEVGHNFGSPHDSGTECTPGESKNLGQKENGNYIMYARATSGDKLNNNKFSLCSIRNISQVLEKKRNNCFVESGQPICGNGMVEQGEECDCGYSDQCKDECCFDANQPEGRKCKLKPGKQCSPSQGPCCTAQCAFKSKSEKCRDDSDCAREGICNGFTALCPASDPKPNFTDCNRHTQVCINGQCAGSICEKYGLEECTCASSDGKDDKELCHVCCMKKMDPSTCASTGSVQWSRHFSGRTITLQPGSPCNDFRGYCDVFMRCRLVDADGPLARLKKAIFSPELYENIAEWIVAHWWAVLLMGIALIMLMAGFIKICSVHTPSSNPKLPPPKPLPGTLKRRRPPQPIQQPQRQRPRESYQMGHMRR
DAX1 inh-2: DAX1 (NR0B1) inhibitors, primary screen, cell-based, HEK293, Gal4-DAX1, luciferase luminescence; inhibition, % at 6.75 µM; hit rate 0.99% among 340,000; AID 504766, 2011; HEK293 Gal4-DAX1 luciferase reporter;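 active = inhibition above the mean over all tested compounds plus 3 SD, cut at about 4.2% in these data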;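 note: 0% = DAX1-transfected cells with DMSO and 100% = empty-vector control cells with DMSO; inhibition shows as a rise in luminescence from relieved DAX1 repression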
Target sequence (P51843 207-470 limits assumed): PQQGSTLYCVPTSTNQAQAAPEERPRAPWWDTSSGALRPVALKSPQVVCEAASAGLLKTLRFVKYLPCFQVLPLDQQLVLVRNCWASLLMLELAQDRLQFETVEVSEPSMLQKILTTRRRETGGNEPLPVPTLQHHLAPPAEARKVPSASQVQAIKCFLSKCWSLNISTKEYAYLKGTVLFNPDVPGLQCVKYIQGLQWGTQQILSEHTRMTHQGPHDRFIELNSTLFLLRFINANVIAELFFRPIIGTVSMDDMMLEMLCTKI
hgDAF12 agonist: H. glycines DAF-12 receptor agonists, primary screen, cell-based, luminescence, HEK293, GAL4 fusion, UAS-luciferase | Nuclear hormone receptor DAF-12 (Heterodera glycines), GAL4 fusion | HEK293 GAL4-hgDAF12 UAS-luciferase reporter, agonist luminescence; normalized to butyrate control | activation, % at 6.8 µM | hit rate 1.8% among 370,000 | AID 687014, 2013;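 active = activation above a cutoff set at the mean of all screened compounds plus 3 SD, cut at about 10% in these data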;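 note: 0% = DMSO wells and 100% = sodium butyrate wells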
sPLA2-III inh: human group III sPLA2 inhibitors, primary screen, biochemical, QFRET, BODIPY PC-A2 liposome substrate; Group 3 secretory phospholipase A2 (Homo sapiens), Q9NZ20; hit rate 0.56% among 370,000; inhibition, % at 12.2 µM; QFRET BODIPY PC-A2 liposome hydrolysis, fluorescence;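 active = inhibition above mean plus 3 SD of compounds lying within the high and low control bounds, cut at about 19% in these data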;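 note: 0% = median of test compound wells and 100% = no enzyme DMSO wells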
GC-B act: human GC-B receptor activators, primary screen, HEK293 GC-B cells, cGMP TR-FRET, EC30 CNP. Atrial natriuretic peptide receptor 2 (Homo sapiens), P20594. 0% at EC30 CNP, 100% saturating CNP. activation, % at 10 µM. hit rate 0.11% among 370,000. AID 1920062, 2024;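 active = activation at 10 µM reaching about 35% in either raw or pattern-adjusted values, limit read from the data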
GAA850 FXN act: FXN promoter activators, primary screen, cell-based, luciferase luminescence, HEK293 lucGAA850; HEK293 lucGAA850 FXN promoter luciferase reporter, 24 h; percent of 10 µM SAHA response; activation, % at 6 µM; hit rate 0.56% among 360,000; AID 540364, 2011;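 active = activation above the average of all compounds screened plus 3 SD, cutoff fixed separately per campaign, cut at about 7.5% in these data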;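 note: 0% = DMSO wells and 100% = 10 µM SAHA wells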
GC-A act: GC-A stimulated cGMP production enhancers – HEK293 GC-A cells, cGMP TR-FRET, EC30 ANP, primary screen | Atrial natriuretic peptide receptor 1 (Homo sapiens), P16066 | 0% at EC30 ANP, 100% saturating ANP | activation, % at 10 µM | hit rate 0.14% among 370,000; in the data active = activation above about 40%
* hit, by the source's call; nt = not tested or not shown.

SMILES	hcDAF12 agonist	DAX1 inh-1	ssDAF12 agonist	SMARCA2 act	ADAM10 inh	DAX1 inh-2	hgDAF12 agonist	sPLA2-III inh	GC-B act	GAA850 FXN act	GC-A act
CCOc1ccccc1CN1C(=O)NC2(CCCCCC2)C1=O	-1.4	-0.7	-0.1	-3	1	1.7	1.4	8	-1	0.8	-1
CC(C)(C)C(=O)O/N=C(\N)c1ccc([N+](=O)[O-])s1	-0.5	-0.7	-1.6	-1	-4	-0.8	-1.9	2	-3	2.7	4
Cc1nnc(NC(=O)c2ccc3c(c2)NC(=O)CS3)s1	-1.2	-1.4	-0.4	0	-1	0.9	-0.6	11	-2	1.3	-2
NS(=O)(=O)c1cc(C(=O)OCC(=O)Nc2ccc(Cl)cc2[N+](=O)[O-])ccc1Cl	3.0	-0.1	-0.6	-1	2	1.7	1.9	-11	1	0.9	-2
CCN(CC)CCOC(=O)c1ccc(NC(=O)CCCN2C(=O)/C(=C\c3cccs3)SC2=S)cc1	-0.6	6.8*	0.0	0	3	0.7	-2.5	-19	2	0.6	0
COc1ccccc1CN(C)C[C@H]1OCc2cnnn2CCCC(=O)N([C@H](C)CO)C[C@@H]1C	-0.7	-0.2	-0.5	-5	-2	1.0	-1.1	12	1	2.4	0
COc1ccc(-c2ccc(N3C(c4ccsc4)=Cc4ccc(F)cc4C3c3c[nH]c4ccccc34)cc2)cc1 (centres undefined)	8.5*	-1.2	1.5*	-1	14	nt	8.6	12	2	nt	2
O=C(c1ccccc1F)N1CCN(S(=O)(=O)c2ccc3c(c2)OCCO3)CC1	-0.3	-0.3	-1.1	-3	4	0.0	6.1	3	4	-1.1	0
Cc1cc(C)cc(NS(=O)(=O)c2cc(C(=O)NCc3ccccn3)ccc2Cl)c1	-1.9	-0.3	-1.3	-3	-7	-0.9	-1.5	-10	3	1.5	0
CCOC(=O)N1CCN(C(=O)CSc2nnc3[nH]c(=O)c(C)c(C)n23)CC1	-0.6	1.2	-0.8	3	-3	-0.8	1.5	-8	3	0.6	1
COc1ccc(N(CC(=O)Nc2ccccc2OC)S(=O)(=O)c2ccc(OC)c(OC)c2)cc1	-1.8	-0.2	-1.7	1	1	0.7	-0.9	-9	6	0.2	0
NC(Cc1ccc(F)cc1)c1csc(Nc2nccc(C(F)(F)F)n2)n1 (centres undefined)	1.7	-1.0	-1.2	-2	3	nt	-0.6	10	-2	-1.4	-4
C=CC[C@@]12C=C(OC)C(=O)C(OC)=C1O[C@H](c1ccc3c(c1)OCO3)[C@H]2C	-2.6	0.1	-1.6	-2	-15	-1.9	-0.3	-2	-2	-0.1	-2
COc1cccc(NC(=O)CCc2nnc3ccc(NCc4ccco4)nn23)c1	0.7	0.2	-0.6	6	0	-0.1	-2.8	-1	-2	2.0	-2
O=C(O)c1cc(Cl)c2ccccc2c1O	6.9*	-0.4	0.3	1	-228	-0.2	6.0	-21	10	2.7	1
CC(=O)N1CCc2c(sc(NC(=O)CCS(=O)(=O)c3ccccc3)c2C(N)=O)C1	0.1	-0.9	-0.7	0	-10	0.4	-0.3	0	3	-2.7	4
Cc1nnc2sc(SCc3ccc(Cl)cc3)nn2c1=O	-2.2	-0.1	-1.1	-3	6	-0.2	4.4	12	-8	3.6	-3
O=S(=O)(NC1CC1)c1ccc(S(=O)(=O)N2CCCC(c3nc(-c4cccnc4)no3)C2)cc1 (centres undefined)	-1.4	-1.4	-1.0	-5	-5	-0.6	-2.5	-9	0	-4.8	-4
CSc1cccc(NC(=O)Nc2ccc(Cl)cc2)c1	-0.5	-0.1	-1.3	2	-3	0.3	2.9	-28	-7	1.4	4
O=C(c1ccc2nc(Cc3cccc(Cl)c3)oc2c1)N1CCC(O)CC1	0.1	-0.3	-0.5	-1	-2	0.3	-0.4	7	-3	0.6	2
Fc1ccc(NC(=S)NCc2ccccc2)cc1	-0.8	0.3	-1.4	1	0	-0.7	0.3	5	4	-0.8	1
N#CC(c1ccc(O)cc1)c1ncc(C(F)(F)F)cc1Cl (centres undefined)	1.3	0.6	-1.3	2	10	-0.3	0.6	-21	1	2.2	-3
COc1ccc(CCNC(=O)COc2ncnc3ccccc23)cc1	-1.0	0.7	-1.4	-1	4	-0.5	-2.1	-5	-2	-0.1	-2
CC1C(=O)Nc2ccccc2N1C(=O)c1ccc(Cl)c(Cl)c1 (centres undefined)	-1.4	-0.2	-1.6	-3	-4	-1.0	1.5	2	-11	-0.6	-54
O=C(OCc1nc2ccccc2s1)C1CCN(C2=NS(=O)(=O)c3ccccc32)CC1	9.7*	1.6	1.4*	3	1	2.0	5.2	-4	-6	4.3	-2
COC(=O)C1CC23C=CCN4CCC5(c6ccccc6NC15C2C)C43 (centres undefined)	0.2	-0.5	-0.3	-2	-1	-0.8	-3.5	8	1	-1.4	1
COc1ccc(C)cc1Nc1n[n+](-c2ccccc2)c(-c2ccc(N(C)C)cc2)s1	0.8	-0.4	-1.4	-2	-10	0.2	2.1	15	0	-1.8	-14
Cc1ccccc1C(=O)N/N=C/c1ccccn1	3.6	2.0	-0.7	10*	6	0.6	13*	-2	1	2.8	-1
CCCn1c(N)c(C(=O)CSc2nc3ccccc3n2CCC#N)c(=O)n(C)c1=O	2.5	-0.1	-1.3	1	5	0.6	4.7	-1	3	0.7	2
O=C(CN1CCOCC1)NNc1nc(-c2ccccc2)c2cc(Br)ccc2n1	-1.2	-1.2	-1.5	-1	-10	-0.9	0.0	2	-2	-1.8	-13
O=C(N/N=C/c1ccco1)c1ccccc1OCc1ccc(Br)cc1	-0.3	-2.5	-1.6	1	5	-2.4	4.3	-9	-12	3.4	-29
COc1ccc2[nH]c3c(c2c1)CCN1C(=O)C(CC(=O)NCc2cccc(C(F)(F)F)c2)C[C@H](C(=O)N2CCCCC2)[C@@]31CCc1ccccc1 (some centres undefined)	-1.4	1.5	-1.0	0	-7	0.1	0.3	-2	3	-1.2	6
COc1ccc(-c2nn(-c3ccccc3)cc2/C=C\C(=O)N2CCOCC2)cc1[N+](=O)[O-]	-1.4	-0.6	-1.1	0	4	-1.1	0.5	0	-3	5.4	2
CN1CCN(C(=O)c2ccc(N(Cc3ccc(Cl)cc3)S(C)(=O)=O)cc2)CC1	-1.5	-0.1	-0.6	-2	-2	-0.1	0.7	-6	7	-0.2	0
COc1ccccc1CN(C(=O)CNC(=O)c1ccco1)C(C(=O)NCC1CCCO1)c1ccccc1 (centres undefined)	-2.1	-1.1	-1.6	0	8	-1.7	-3.9	0	2	-4.7	-3
COc1ccc(CNc2ccc(S(N)(=O)=O)cc2)c(OC)c1OC	0.4	0.2	-0.9	-1	5	-0.6	2.3	0	-1	-2.3	4

2 compounds drawn at random from the list so far, as already listed:
SMILES	hcDAF12 agonist	DAX1 inh-1	ssDAF12 agonist	SMARCA2 act	ADAM10 inh	DAX1 inh-2	hgDAF12 agonist	sPLA2-III inh	GC-B act	GAA850 FXN act	GC-A act
Cc1ccccc1C(=O)N/N=C/c1ccccn1	3.6	2.0	-0.7	10*	6	0.6	13*	-2	1	2.8	-1
O=C(OCc1nc2ccccc2s1)C1CCN(C2=NS(=O)(=O)c3ccccc32)CC1	9.7*	1.6	1.4*	3	1	2.0	5.2	-4	-6	4.3	-2

Carrying on.
SMILES	hcDAF12 agonist	DAX1 inh-1	ssDAF12 agonist	SMARCA2 act	ADAM10 inh	DAX1 inh-2	hgDAF12 agonist	sPLA2-III inh	GC-B act	GAA850 FXN act	GC-A act
CC(C)NS(=O)(=O)c1ccc(CCC(=O)O)cc1	-1.9	-0.1	-1.0	-2	4	-0.3	4.2	1	3	-0.7	3
COc1ccc(N(CC(=O)NN=C2CCCC2)S(=O)(=O)c2ccccc2)cc1	1.2	-0.1	-1.0	-3	11	0.3	-1.7	2	-1	0.1	1
C[C@@H]1CN([C@H](C)CO)C(=O)CCCn2nncc2CO[C@@H]1CN(C)S(=O)(=O)c1cccc(C#N)c1	0.2	1.5	-1.3	2	-5	2.7	0.1	6	3	-1.8	2
COc1cc(NC(=O)c2ccnnc2)cc(C(=O)Nc2cccc(C(F)(F)F)c2)c1	1.7	-0.6	-0.2	0	5	-0.9	-0.8	-25	0	-0.4	0
Cc1[nH]c2ccccc2c1/C=N/NC(=O)c1cc(C(C)(C)C)[nH]n1	-2.0	-0.5	-1.8	1	3	nt	2.4	2	1	2.3	-7
COc1ccc(NS(=O)(=O)c2cccs2)cn1	-0.8	2.1	-1.8	-3	-3	0.1	-1.1	1	0	-1.0	-3
CCOc1cc(/C=N/NC(=O)c2ccccn2)ccc1OC(=O)c1cccs1	2.2	2.8	-0.9	3	-1	1.2	6.0	2	5	3.0	3
CCn1cc(C(=O)NCCCN2CCCC2)c(=O)c2cc(S(=O)(=O)N3CCc4ccccc4C3)ccc21	-0.7	1.3	-0.9	-3	-6	2.3	-0.6	1	3	0.6	-1
Cc1[nH]c2ccccc2c1/C=C/c1nc2ccccc2c(=O)n1-c1ccc([N+](=O)[O-])cc1	1.1	0.1	-0.1	-3	-6	-0.1	0.4	0	13	0.8	-2
CC(C)C1C(=O)N(Cc2cn(CC3CCCCC3)nn2)CCS(=O)(=O)N1Cc1ccc(-c2ccc(F)nc2)cc1 (centres undefined)	-2.0	-0.5	-1.4	-3	18	0.7	-3.2	-28	-6	0.2	1
CCCn1c(N)c(C(=O)CSc2nc3ccccc3s2)c(=O)[nH]c1=O	-1.8	-2.1	-2.5	-4	0	-1.5	-8.3	-11	6	-7.0	5
CC(C)C[C@H](N)c1cn([C@@H](Cc2ccc(O)cc2)C(=O)N2CCNCC2)nn1	-1.0	0.1	-0.8	2	-6	-0.1	1.8	4	1	0.0	-1
CC(C)(C)OC(=O)NCCCCCNC(=O)c1[nH]cnc1C(=O)NC1CCN(C(=O)OC(C)(C)C)CC1	-2.4	-0.6	-1.8	0	11	-1.8	-4.2	-8	2	-3.0	0
CC(=O)N1CCCC(C)(C(=O)Nc2ccc3nc(C)ccc3c2)C1 (centres undefined)	-0.4	-0.9	-1.2	-3	-23	nt	0.8	4	5	0.0	0
O=C(Nc1ccc(Br)cc1F)C1CC(=O)N(C2CCCCC2)C1 (centres undefined)	-0.9	-2.1	-1.2	0	4	0.6	1.8	-2	2	-0.1	0

Not a hit list; any-hit rate near 6.6%.
